Screening data deposited in PubChem by several laboratories.
m5-HT2A agonist = agonists of mouse serotonin 5-HT2A receptor (HTR2A); CHO-K1 mHTR2A beta-arrestin complementation, luminescence; percent of 30 µM serotonin response; activation, % at 7.6 µM; 0.66% of 360,000 active;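 active = activation above a run cutoff, the mean activation of all tested compounds plus 3 SD, cut at about 14% in these data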;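 note: 0% = plate median of compound wells and 100% = 30 µM serotonin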
HIF-2a block = inhibitors of HIF-2a; inhibition, % at 18.8 µM; AID 624352; 0.72% of 360,000 active; 786-0 RCC cells HIF-2a reporter, luciferase luminescence, overnight;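 active = inhibition of the luminescence signal of 40% or more relative to plate controls, in a single-dose primary screen at 18.75 µM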
CaV13 FRET inh = Disruptors of the CACNA1D IQ motif to Ca2+-dependent inactivation inhibitor domain association, primary screening, Förster resonance energy transfer in intact living …; HEK cells, CFP/YFP FRET ICDI-IQ, plate reader, 10 min; percent FRET-ratio fall versus neutral wells; inhibition, % at 12.3 µM; 0.098% of 340,000 active;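 active = mean replicate inhibition of at least 30% and at least 1% of replicates passing that level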;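 note: 0% = median of the neutral control wells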
H9c2 protect = protects H9c2 cardiomyocytes from peroxide injury. AID 588492. 0.63% of 360,000 active. protection from H2O2 cell death, % at 20 µM. H2O2 injury protection, ATPLite, 2 h;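 active = compounds giving at least 50% protection of heart cells from peroxide-induced death in the single-dose screen, raw or plate-pattern-corrected value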;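 note: 0% = DMSO wells with peroxide and 100% = DMSO wells without peroxide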
Peg3 promoter = reduces Peg3 promoter-driven luciferase expression in HeLa; 1.7% of 360,000 active; HeLa PEG-Prom luciferase reporter, luminescence, overnight; inhibition, % at 20 µM;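 active = inhibition of at least 50% at 20 µM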
NR2E3 ag-1 = agonists of human NR2E3 nuclear receptor; AID 602229; 0.35% of 360,000 active; Q9Y5X4; CHO-S Gal4-NCOR/VP16-NR2E3 two-hybrid, luciferase; inhibition of corepressor binding, % at 3.98 µM;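 active = inhibition above the mean of all tested compounds plus 3 SD, cut at about 70% in these data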;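 note: 0% = DMSO with NR2E3 transfected cells and 100% = cells lacking NR2E3 construct; higher means lower luciferase signal from less NR2E3 corepressor binding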
Target sequence (Q9Y5X4 whole entry, looked up, the tested form may be a part): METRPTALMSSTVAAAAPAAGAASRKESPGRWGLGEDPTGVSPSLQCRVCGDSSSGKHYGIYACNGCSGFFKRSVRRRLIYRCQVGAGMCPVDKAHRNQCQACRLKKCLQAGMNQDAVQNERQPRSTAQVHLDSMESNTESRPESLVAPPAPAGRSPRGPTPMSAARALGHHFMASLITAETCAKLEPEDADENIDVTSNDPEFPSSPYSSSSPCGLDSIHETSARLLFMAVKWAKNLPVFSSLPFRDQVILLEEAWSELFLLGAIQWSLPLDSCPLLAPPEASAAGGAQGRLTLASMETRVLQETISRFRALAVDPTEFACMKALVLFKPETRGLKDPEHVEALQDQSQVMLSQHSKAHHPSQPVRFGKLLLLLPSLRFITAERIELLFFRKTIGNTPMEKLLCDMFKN
NR2E3 ag-2 = activates human photoreceptor nuclear receptor NR2E3; GST-NR2E3/biotin-RetCOR TR-FRET, 1536-well; inhibition of corepressor binding, % at 4.78 µM; 0.12% of 320,000 active; AID 2300;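 active = percent inhibition above the cutoff of mean plus 3 SD of all tested compounds, set per screening campaign, cut at about 20% in these data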;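 note: 0% = DMSO wells and 100% = biotin wells as full block of FRET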
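Test system – NR2E3–RetCOR corepressor complex · Quantity – NR2E3 fusion 1.35 nM · Buffer or medium – Tris pH 7.5 · Incubation – Compound–protein incubation for 5 h at 4 °C · Technique – TR-FRET, Eu(K)-anti-GST donor, streptavidin-D2 acceptor, ex 340, em 617/671 nm · Evaluation – percent inhibition of 671/617 nm emission ratio versus biotin and DMSO controls · Plate – 1536-well format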
Shn3 3UTR inh = Schnurri-3 reporter inhibition in Clone20 osteoblasts; 0.52% of 360,000 active; Clone20 osteoblast Shn3 3'UTR firefly luciferase, 24 h; AID 588674; inhibition, % at 12.5 µM;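 active = mean inhibition of at least 75% with every replicate also reaching 75%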;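 note: 0% = median of neutral control wells and 100% = pilot-screen positive control compound; some compounds past the cut are filed as inactive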
TRPM1 prom inh = reduces MITF-dependent TRPM1 promoter luciferase signal; SK-MEL-5 TRPM1 promoter luciferase, 24 h; inhibition, % at 12.5 µM; 0.83% of 330,000 active;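 active = mean inhibition across replicates of 60% or more, whatever share of single replicates reaches that level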; note: values of inactives mirror those of a sister screen read the other way
iPSC survival up = increases survival of single human iPS cells | hiPSC single-cell survival, ATPlite luminescence; 100% = ROCK inhibitor wells, 0% = DMSO | survival enhancement, % at 20 µM | 0.044% of 360,000 active | AID 602274; in the data active = survival enhancement above about 18%;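 note: cells exposed to compounds for 16 hours before the ATP read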
PDI turbidity = blocks human protein disulfide isomerase activity. P07237. PDI insulin aggregation turbidity, A650, 90 min. inhibition, % at 10 µM. 0.052% of 350,000 active. AID 588391;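 active = mean inhibition across replicates of 30% or more, whatever share of single replicates reach that level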;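 note: absorbance from insulin aggregation driven by PDI reduction with DTT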
Target sequence (P07237 whole entry, looked up): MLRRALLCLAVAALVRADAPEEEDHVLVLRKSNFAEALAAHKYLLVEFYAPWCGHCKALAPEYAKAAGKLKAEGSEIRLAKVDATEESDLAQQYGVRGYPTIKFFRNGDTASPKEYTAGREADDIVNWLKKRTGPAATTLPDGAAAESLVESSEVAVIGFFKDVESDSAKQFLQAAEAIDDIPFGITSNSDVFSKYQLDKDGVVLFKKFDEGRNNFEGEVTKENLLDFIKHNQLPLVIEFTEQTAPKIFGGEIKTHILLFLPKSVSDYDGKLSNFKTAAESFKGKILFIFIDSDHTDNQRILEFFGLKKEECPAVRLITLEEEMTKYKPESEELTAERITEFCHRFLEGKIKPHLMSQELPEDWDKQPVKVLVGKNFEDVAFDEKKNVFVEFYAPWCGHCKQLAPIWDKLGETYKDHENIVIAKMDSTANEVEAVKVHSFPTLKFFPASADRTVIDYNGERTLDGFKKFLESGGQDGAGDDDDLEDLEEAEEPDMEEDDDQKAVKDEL
* = called active by the depositor; nt = no result given.

SMILES	m5-HT2A agonist	HIF-2a block	CaV13 FRET inh	H9c2 protect	Peg3 promoter	NR2E3 ag-1	NR2E3 ag-2	Shn3 3UTR inh	TRPM1 prom inh	iPSC survival up	PDI turbidity
O=C(Nc1ccccc1)c1cccc(S(=O)(=O)N2CCCCC2)c1	7	-16	-6	-5	-8	-22	-1	5	-3	-1.8	-3
O=[N+]([O-])c1cccnc1Oc1ccc(C2SCCS2)cc1	-8	-300	-4	1	-251	-95	-1	-36	-100	0.4	-2
COc1cc(CNCCCN2CCOCC2)cc(Br)c1OCC(=O)N1CCCCC1	-2	0	-8	1	-18	-15	0	6	1	-1.3	-1
CN(CCNC(=O)c1ccc(N2CCCC2=O)cc1)CCc1ccccc1	-2	-17	nt	21	-6	-8	4	-9	-13	-2.0	3
CC(C)(C)NC(=O)CN1CCN(C(=O)CCl)CC1	-3	-7	4	6	-9	-35	1	-30	-5	-0.6	0
CCOC(=O)C1(C)CCCN1C(=O)c1ccc(Cl)nc1 (stereo unspecified)	-7	5	-6	6	12	-21	nt	5	nt	-0.6	-5
COc1ccc(/C=C/C(=O)OCC(=O)Nc2nnc(-c3ccccc3)o2)c(OC)c1	-1	10	-4	5	-14	-10	nt	8	nt	-0.6	5
O=C1CC(Sc2ncn[nH]2)C(=O)N1c1ccccc1 (stereo unspecified)	1	5	-5	-39	19	-4	0	-13	4	-1.7	4
COc1ccc(OCc2nnc(SCC(=O)Nc3ccccc3Cl)o2)cc1	-6	-2	-2	-2	21	-13	4	6	3	-0.5	-6
COc1cc(C(=S)N2CCOCC2)cc(OC)c1OC(=O)c1cc([N+](=O)[O-])c(C)c([N+](=O)[O-])c1	-3	6	-5	0	4	-11	0	-3	3	0.0	-2
CC(=O)Oc1ccc2oc(=O)c3c(c2c1)CCCN3C(=O)CN1CCOCC1	-2	12	-2	6	23	-14	3	-4	-6	5.9	-2
COc1ccc2oc(C(=O)N3CCc4ccccc43)c(C)c2c1	-2	-72	nt	-17	-146	-150	1	23	-26	-0.7	11

Some entries already given, limited to NR2E3 ag-2, H9c2 protect and iPSC survival up.
Structure | NR2E3 ag-2 | H9c2 protect | iPSC survival up
COc1cc(CNCCCN2CCOCC2)cc(Br)c1OCC(=O)N1CCCCC1 | 0 | 1 | -1.3
COc1cc(C(=S)N2CCOCC2)cc(OC)c1OC(=O)c1cc([N+](=O)[O-])c(C)c([N+](=O)[O-])c1 | 0 | 0 | 0.0
CN(CCNC(=O)c1ccc(N2CCCC2=O)cc1)CCc1ccccc1 | 4 | 21 | -2.0

The listing picks up, starting two compounds before the break.
SMILES	m5-HT2A agonist	HIF-2a block	CaV13 FRET inh	H9c2 protect	Peg3 promoter	NR2E3 ag-1	NR2E3 ag-2	Shn3 3UTR inh	TRPM1 prom inh	iPSC survival up	PDI turbidity
CC(=O)Oc1ccc2oc(=O)c3c(c2c1)CCCN3C(=O)CN1CCOCC1	-2	12	-2	6	23	-14	3	-4	-6	5.9	-2
COc1ccc2oc(C(=O)N3CCc4ccccc43)c(C)c2c1	-2	-72	nt	-17	-146	-150	1	23	-26	-0.7	11
CC(Sc1nnc(Cc2cccs2)n1C1CCCCC1)C(=O)N1CCc2ccccc21 (stereo unspecified)	-3	28	nt	-6	22	-29	-1	6	3	-2.4	-6
COc1ccc(Nc2oc(COc3ccc(Cl)cc3)nc2C#N)cc1	-4	50*	-4	-19	47	-22	4	19	27	0.1	-14
O=C(Nc1ccc(Nc2ccccc2)cc1)c1ccc(Cl)cc1	-2	-32	-5	-6	-23	-2	1	11	-23	-0.2	-5
O=C(Nc1ccc(CN2CCOCC2)cc1)c1cc2ccccc2o1	-4	-161	-8	-9	-250	-85	1	-49	-97	-1.9	-1
CCOc1ccc(NC(=O)CSc2nc(NS(=O)(=O)c3ccc(C)cc3)cc(=O)[nH]2)cc1	11	3	-18	-6	5	-8	nt	4	2	0.2	-6
COC(=O)c1ccc2nc(-c3ccco3)c(Cc3ccccc3C(F)(F)F)n2c1	-3	24	-5	nt	nt	-13	nt	nt	nt	0.2	nt
Cc1cccc(NC(=O)Cn2cc(C(=O)C3CC3)c3ccccc32)c1C	3	13	-4	-4	10	-3	3	87*	6	-0.5	-7
CCOC(=O)C1=C(COC(=O)/C=C/c2cccc([N+](=O)[O-])c2)NC(=O)NC1C (stereo unspecified)	0	-11	-6	18	-4	-13	1	-1	-2	-0.4	-8
Cn1ncc(Cl)c1C(=O)N1CCN(C23CC4CC(CC(C4)C2)C3)CC1	9	1	nt	7	-3	0	2	9	-13	-0.5	-5
COc1cccc(C2C3=C(CC(C)(C)CC3=O)OC(N)=C2[N+](=O)[O-])c1 (stereo unspecified)	-2	25	-5	-1	14	-9	-1	5	-2	-1.4	-3
O=C(CN1CCC(C(=O)c2ccc3c(c2)OCCO3)CC1)Nc1ccccc1C(F)(F)F	-4	9	-7	-8	30	-17	0	23	3	-0.5	6
O=C(Cc1cccs1)NCc1ccccc1Br	1	-120	-19	-4	-161	-101	6	-84	nt	1.4	-6
Cc1ccc(S(=O)(=O)NCc2ccc(C(=O)NCCc3ccc(S(N)(=O)=O)cc3)cc2)cc1	-11	8	-6	15	4	-27	3	3	3	0.2	-8
CC(=O)c1ccc(N2CCN(C(=S)Nc3cccc(Cl)c3)CC2)cc1	0	5	-2	-2	-6	-14	5	2	7	5.0	-1
Cc1ccccc1-n1nc2c(c1NC(=O)COc1ccc(Cl)cc1)CS(=O)C2 (stereo unspecified)	8	5	-5	-6	4	-22	1	-13	-14	-2.8	-3
Cc1ccc(S(=O)(=O)N2CCCC2C(=O)NCc2ccc3c(c2)OCO3)cc1 (stereo unspecified)	3	17	8	4	22	-7	1	1	1	-0.8	3
CCOC(=O)C1CCN(Cc2cccc(OCc3ccccc3)c2)CC1	13	11	-4	-1	14	-18	-1	24	4	-0.7	1
Cc1nn(C)cc1N1C(=O)c2cccc3c(N)ccc(c23)C1=O	4	10	-29	6	-1	-16	-5	nt	7	-0.5	1
O=C(Nc1c2c(nn1-c1ccccc1)CS(=O)(=O)C2)c1cccs1	0	12	-2	1	13	-18	0	-7	-14	-0.4	-3
COc1ccc(NC(=O)NN2CCN(C)CC2)c(OC)c1	7	17	-6	-2	9	-2	-3	-21	10	0.5	-8
COCCn1c(=O)[nH]c2cc(C(=O)N3CCN(Cc4ccc5c(c4)OCO5)CC3)ccc2c1=O	1	10	-17	-9	27	10	nt	15	8	0.1	-3
CN(C)S(=O)(=O)N1CCc2ccccc21	5	15	nt	-6	3	-14	-1	-2	13	1.2	11
O=C(CCNc1n[nH]c(=O)[nH]c1=O)N/N=C\c1ccc(Br)cc1	1	19	-2	-7	6	11	0	-1	1	-0.1	2
CCCC(=O)Nc1cc2c3c(c1)C(C)C(=O)N3CCC2 (stereo unspecified)	0	15	-13	3	-2	4	3	-2	-12	-0.3	6
CC(=O)c1c(C)[nH]c(C(=O)CN2C(=O)NC(C)(c3ccc4c(c3)OCCO4)C2=O)c1C (stereo unspecified)	-5	8	-6	-3	1	1	1	5	-2	0.0	3
Brc1ccc(-c2nnc3n2C2(CCCC2)Cc2ccccc2-3)o1	0	20	-5	15	18	-13	-1	8	7	-2.0	-6
CCOC(=O)C1CN(S(=O)(=O)c2ccc(C)cc2)c2cc(S(=O)(=O)CC)ccc2O1 (stereo unspecified)	-5	9	-5	2	17	-47	-1	1	0	2.8	7
Cc1ccc(CNC(=O)c2ccc(NS(=O)(=O)c3c(C)noc3C)cc2)cc1	-7	11	nt	-7	2	5	1	-10	-2	0.0	7
CCCCC1CCC(c2ccc(C(N)=O)cc2)CC1 (stereo unspecified)	2	10	-5	-1	20	-2	-1	3	0	-1.7	-6
Cn1c(SCC(=O)NC2(C#N)CCCCC2)nnc1-c1cccnc1	-8	10	-6	8	12	-6	2	-1	0	0.2	1
CS(=O)(=O)N(CC(=O)NCCSC1CCCCC1)c1ccccc1	-2	15	-1	12	6	-14	0	-20	5	-1.7	-3
CCN1CCN(CCNC(=O)c2cn(C(C)c3ccccc3F)nn2)CC1 (stereo unspecified)	-1	1	-4	-5	0	0	1	-3	2	1.8	1
Cc1cc(C)nc(Sc2c(C)nn(-c3ccccc3)c2C)n1	7	9	-5	10	1	-16	-1	0	5	-1.7	-5
Cc1ccc(C(=O)c2oc3nc(C)cc(C)c3c2N)cc1	1	-70	-4	1	-22	-11	-3	15	-4	-0.1	-5
COc1ccc2c3n([n+]([O-])c2c1)CCN=C3c1cc(Cl)c(N)c(Cl)c1	4	-35	-7	9	-26	2	1	-31	nt	1.4	-5
Cc1ccnc(NC(=O)c2cccs2)c1	-3	-174	nt	-12	-196	-62	0	-81	-64	-3.5	8
COc1ccc(NC(=O)C2COc3ccccc3O2)cc1 (stereo unspecified)	3	-267	1	-4	-200	6	-2	-30	-61	-0.2	1
C/C(CCC(C)C)=N\NC(=S)NCc1ccccc1	0	2	-19	-14	-13	0	1	13	7	4.2	-1
Cc1nnc(C)n1N1C(=O)c2cccc3cccc(c23)C1=O	3	1	-10	4	5	-2	3	-5	6	0.9	5
Cc1cc([N+](=O)[O-])cc([N+](=O)[O-])c1NCC(C)C	7	10	2	-7	5	-15	1	1	5	-0.1	-4
Cc1ccc(S(=O)(=O)Nc2cc3c(cc2C#N)OCO3)cc1C(N)=O	3	2	-5	-5	14	-38	-2	7	-5	-0.2	-7
O=C1Nc2c(c(=O)[nH]c(=O)n2-c2ccc(F)cc2)C1(NS(=O)(=O)c1ccccc1)C(F)(F)F (stereo unspecified)	-2	3	-6	10	10	-17	0	2	12	-0.7	13
Cn1ncc(C(=O)N=S(C)(=O)c2ccccc2)c1[N+](=O)[O-] (stereo unspecified)	6	9	-5	12	-4	0	4	-2	-3	-0.5	-3
O=C(NCCCN1CCOCC1)c1ccc(CNS(=O)(=O)c2ccc(F)cc2)cc1	-4	-1	-9	8	-36	-3	1	-7	2	5.5	20
O=C(c1ccco1)N1CCCC(c2ccccc2)C1 (stereo unspecified)	-8	-13	-3	0	-25	-5	2	9	-10	0.8	-1
COc1ccccc1CNC(=O)C1CC(=O)N(c2ccc(C)c(C)c2)C1 (stereo unspecified)	-1	-10	-12	4	16	6	4	1	1	3.5	-2
COc1ccccc1CNC(=S)Nc1ccc(F)cc1	-4	1	17	-1	2	-15	-1	-2	0	-0.5	0
O=C(NCc1ccc2[nH]c3c(c2c1)CCCC3)c1ccc(S(=O)(=O)N2CCOCC2)cc1	-6	12	-7	-5	2	-4	4	5	nt	-0.5	nt
c1ccc(Sc2ncnc3c2oc2ccccc23)cc1	3	-235	nt	-13	-299	-110	2	-137	-52	-0.1	-2
CC(C)(C)OC(=O)N1CCC(c2c(C(=O)O)cnn2-c2ccccc2)CC1	3	-5	-7	1	10	8	2	-6	-1	-1.1	-2
